Source: PubChem
EBI2 block: EBI2 receptor antagonists, beta-arrestin recruitment, primary screen, cell-based, luminescence, 7a,25-OHC stimulation, uHTS. G-protein coupled receptor 183 (Homo sapiens), P32249. 7a,25-OHC stimulated. inhibition, % at 5 µM. 360,000 compounds, 0.81% hits. AID 651636, 2012; in the data active means inhibition above about 38%;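 further: enzyme fragment complementation signal reports receptor beta-arrestin coupling in cells; 0% = agonist plus DMSO wells and 100% = wells without agonist; some results beyond the cut were filed as inactive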
Target sequence (P32249 whole entry, looked up, the tested form may be a part): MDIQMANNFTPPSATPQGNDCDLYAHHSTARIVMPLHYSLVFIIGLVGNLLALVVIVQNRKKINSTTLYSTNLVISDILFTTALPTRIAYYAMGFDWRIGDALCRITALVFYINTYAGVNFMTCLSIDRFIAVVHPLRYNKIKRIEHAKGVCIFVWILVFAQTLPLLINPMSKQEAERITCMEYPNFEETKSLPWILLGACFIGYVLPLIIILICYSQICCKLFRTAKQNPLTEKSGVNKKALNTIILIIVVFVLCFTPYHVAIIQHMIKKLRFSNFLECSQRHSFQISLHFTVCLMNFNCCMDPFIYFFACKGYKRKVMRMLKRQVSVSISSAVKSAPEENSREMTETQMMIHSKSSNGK
CXCR6 block: CXCR6 receptor inhibitors, primary screen, cell-based, beta-arrestin, luminescence, CHO-K1 PathHunter, 1536-well | C-X-C chemokine receptor type 6 (Homo sapiens), O00574 | inhibition, % at 20 µM | 360,000 compounds, 0.36% hits | AID 602244, 2012; in the data active means inhibition above about 34%, passing the limit was not always enough;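 further: antagonist mode with CXCL16 agonist at 10 nM final; 0% = 10 nM CXCL16 with DMSO and 100% = unstimulated wells without agonist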
Target sequence (O00574 whole entry, looked up): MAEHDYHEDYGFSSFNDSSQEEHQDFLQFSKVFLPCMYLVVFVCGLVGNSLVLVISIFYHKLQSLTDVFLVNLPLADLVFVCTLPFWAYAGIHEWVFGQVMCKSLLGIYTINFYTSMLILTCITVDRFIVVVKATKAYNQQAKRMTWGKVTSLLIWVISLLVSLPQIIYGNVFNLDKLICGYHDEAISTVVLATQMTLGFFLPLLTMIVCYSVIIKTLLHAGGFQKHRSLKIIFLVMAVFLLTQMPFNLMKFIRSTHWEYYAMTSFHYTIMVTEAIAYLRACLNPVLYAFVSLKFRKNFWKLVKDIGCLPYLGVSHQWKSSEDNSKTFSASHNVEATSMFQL
* marks the source's active call; other numbers are inactive results.

| Compound | EBI2 block | CXCR6 block |
| --- | --- | --- |
| CCCCCCNC(=O)O[C@H]1CN(C(=O)OC(C)C)N(C(=O)OC(C)C)[C@@H]2CN(S(=O)(=O)c3ccc(C)cc3)C[C@]12O | 3.8 | 1.6 |
| CC1=NN(c2ccccc2)C(=O)C1CCC#N (configuration not stated) | -5.8 | 7.7 |
| COc1cccc(/C=C/C(=O)OCC(=O)N2c3ccccc3CC2C)c1 (configuration not stated) | 0.4 | -4.6 |
| O=C(c1ccc(-n2cncn2)c2ccoc12)N1CCOCC1 | -3.2 | -4.7 |
| COCCNC(=O)C1(C)CCCN(C(=O)c2ccccc2)C1 (configuration not stated) | -11.1 | 3.3 |
| CC(=O)OC[C@@H]1CN(Cc2ccccc2)C[C@H](n2cnc3c(NCC(C)C)ncnc32)O1 | -5.3 | 1.5 |
| C[C@H]1CN([C@@H](C)CO)C(=O)CCCn2nncc2CO[C@@H]1CN(C)C(=O)c1ccc(N2CCN(C)CC2)cc1 | -8.7 | -5.2 |
| Cc1ccccc1NC(=O)Nc1nc(C(N)c2ccccc2)cs1 (configuration not stated) | -7.7 | 0.0 |
| CSc1ccc(CN2CCC(C)(Oc3ccc(CC#N)cc3)C2)cc1 (configuration not stated) | -3.0 | -8.6 |
| CC(O)(c1ccc(F)c(F)c1)c1nc(-c2cnc3ccccc3c2)cs1 (configuration not stated) | 18.3 | -2.6 |
| CC(=O)c1ccc(OC2(C)CCN(Cc3cccn3-c3nccs3)C2)cc1 (configuration not stated) | 7.8 | 3.7 |
| CCOC(=O)[C@]12CCCC=C1N(Cc1ccco1)C(=O)[C@H](CC(=O)NCCCCc1ccccc1)C2 | 17.1 | 9.6 |
| CC(C)NC(=O)C1Cc2c(-c3ccc(Cl)cc3)ccnc2O1 (configuration not stated) | 3.7 | 2.9 |
| CCC(C)N(C(=O)COC(=O)c1ccc(N)c([N+](=O)[O-])c1)C1CCS(=O)(=O)C1 (configuration not stated) | -0.5 | -2.9 |
| CCN(CC)C(=O)C1=C(C)N(Cc2ccc(C(C)(C)C)cc2)C(=O)C(CC(=O)NCc2cccs2)C1 (configuration not stated) | 13.5 | 0.8 |
| Cc1c(P(=S)(c2ccccc2)c2ccccc2)[n+]2ccccc2n1CCc1ccccc1 | -2.0 | 5.5 |
| COc1ccc(-c2ccc(CN3C(CC(C)C)C(=O)N(Cc4cn(Cc5ccco5)nn4)CCS3(=O)=O)cc2)cc1OC (configuration not stated) | 1.1 | -2.0 |
| CCCCCCN1C[C@H](n2cc(COC(=O)c3ccccc3)nn2)[C@@H](O)C[C@@H]1c1ccccc1 | 3.9 | -10.5 |
| C=CCn1c(-c2ccccn2)n[nH]c1=S | -10.9 | 2.6 |
| CC(=O)c1ccc(S(=O)(=O)Nc2ccc(C(=O)NCC(c3ccco3)N3CCCC3)cc2)cc1 (configuration not stated) | -5.8 | 5.6 |
| O=C(NCCOc1ccccc1)c1cccc(S(=O)(=O)N2CCN(Cc3ccccc3)CC2)c1 | 18.3 | 0.1 |
| O=C1OC(C(Cl)(Cl)Cl)Nc2ccccc21 (configuration not stated) | -4.9 | -5.5 |
| OC(c1ccc(F)cc1)c1ncc(-c2cccc(C(F)(F)F)c2)[nH]1 (configuration not stated) | 9.9 | -6.5 |
| Cc1ccc(Nc2nc(NCC3CC3)nc3ccsc23)c(C)c1 | -4.0 | -8.2 |
| CCCCC(=O)N(C)c1c(CC)nc2c(OCc3cc(Cl)cc(Cl)c3)cccn12 | 24.2 | 6.7 |
| CC1=C(C(=O)N2CCOCC2)CC(CC(=O)NC2CC2)C(=O)N1CCC1=CCCCC1 (configuration not stated) | -9.1 | 1.1 |
| Cc1ccc(S(=O)(=O)N2CCC(=O)N([C@H](COCc3ccc(Cl)cc3)Cc3ccccc3)CC2)cc1 | 12.0 | 5.7 |
| COc1ccc(NC(=O)CCNC(=O)N2CC(=O)Nc3ccccc32)cc1OC | -8.9 | 5.1 |
| O=[N+]([O-])c1nccn1C1C=CC(O)C(CO)O1 (configuration not stated) | -0.4 | 2.0 |
| CC1(C(=O)Nc2ccc3nc[nH]c3c2)CCN1C(=O)C/C=C/c1ccccc1 (configuration not stated) | 16.9 | -4.6 |
| CC(C)CC1C(=O)N(Cc2cn(CCC3OCCO3)nn2)CCS(=O)(=O)N1Cc1ccc(-c2ccncc2)cc1 (configuration not stated) | -9.6 | 5.9 |
| CCNC(=O)c1cc2c(c(-c3cccc(-c4cccc(C(=O)N(C)C)c4)c3)n1)[C@H](CCO)N(S(=O)C(C)(C)C)C2 (some centres not stated) | -12.6 | 7.1 |
| CCc1ccc2cc3c(cc2n1)C(=O)c1ccccc1-3 | -7.9 | -9.5 |
| COCCCN1C(=O)C(CC(=O)NC2CCCCC2)CC(C(=O)N(C)C)=C1C (configuration not stated) | -2.9 | 3.1 |
| CN(C)c1ccc(-c2ccnc3c2CC(C)(C(=O)Nc2ccccc2)O3)cc1 (configuration not stated) | -1.5 | -5.4 |
| CCOC(=O)[C@]12CCCC=C1N(Cc1ccc(Cl)cc1Cl)C(=O)[C@H](CC(=O)NCc1ccc(OC)c(OC)c1)C2 | 3.1 | 16.5 |
| O=C(NC(c1ccccc1)c1ccsc1)C1CCN(Cc2ccc(Cl)c(Cl)c2)CC1 (configuration not stated) | 21.7 | 3.9 |
| COCCN(C(=O)COC(=O)CSc1cc(C)ccc1C)c1c(N)n(Cc2ccccc2)c(=O)[nH]c1=O | -1.5 | 1.9 |
| CCOC(=O)[C@]12CCCC=C1N(Cc1ccco1)C(=O)[C@H](CC(=O)NCc1cccs1)C2 | 5.5 | 4.0 |
| Cc1ccccc1NC(=O)COC(=O)c1ccc(C)c(S(=O)(=O)N2CCCCC2)c1 | 4.6 | 9.7 |
| Cc1noc(C)c1C(=O)N(C)C[C@@H]1OCc2ccccc2-c2c(n(C)c3ccccc23)C(=O)N([C@H](C)CO)C[C@H]1C | -8.7 | 0.7 |
| C[C@@H]1CN([C@H](C)CO)C(=O)CCCn2nncc2CO[C@@H]1CN(C)C(=O)OCc1ccccc1 | -8.9 | 4.2 |
| Cn1nc(N)c2ncc(-c3ccc(Cl)cc3)nc21 | 0.7 | 3.7 |
| Cc1nc2ccc(C(=O)N3CCN(C(=O)c4ccco4)CC3)cn2c1N(C)C(=O)CCc1ccccc1 | -4.9 | -2.6 |
| COCCCn1cc(CN2CC(N3CCCC3)CS2(=O)=O)nn1 (configuration not stated) | -18.4 | -2.3 |
| CCOC(=O)C1=CCN(S(=O)(=O)c2cccc(Cl)c2)C1c1ccccc1 (configuration not stated) | -20.3 | 1.6 |
| COc1ccc2[nH]cc(CCNC(=O)/C=C/[C@H]3O[C@@H](n4cc(C)c(=O)[nH]c4=O)C[C@@H]3O)c2c1 | -10.6 | -5.3 |
| COc1cccc(C(=O)NCCN2CCC(n3c(=O)[nH]c4ccccc43)CC2)c1 | -2.6 | -0.4 |
| CCc1ccc(C(=O)OCC(=O)Nc2c(C)n(C)n(-c3ccccc3)c2=O)cc1 | -10.1 | 0.1 |
| Cc1cc(C)n2c(Nc3c(C)cccc3C)c(CC(C)C)nc2n1 | 0.0 | 0.3 |
| c1ccc(N=C2SCCCS2)cc1 | -10.1 | -10.0 |
| CCCC(=O)N1CCC1(C)C(=O)NS(=O)(=O)c1ccc(F)cc1F (configuration not stated) | -6.2 | 3.6 |
| CC(C)Cc1ccc(-c2cc3nc(NCc4cccc(Cl)c4)ccn3n2)cc1 | 47.4* | -3.6 |
| COc1cc(NC(=O)C2(C)CCN2C(=O)C(C)C)cc(OC)c1OC (configuration not stated) | 9.6 | -9.7 |
| O=C1CCN(CCCN2CCC(=O)NC2=S)C(=S)N1 | -7.5 | -0.8 |
| CN(Cc1ccccc1)C(=O)[C@@H]1CCCN1C(=O)[C@@H]1CCCN1C(=O)c1ccccc1 | -15.3 | -5.9 |
| CC1(C)OC(=O)C2=C(C[C@@H](CCc3ccccc3)O[C@@H]2c2ccc(F)cc2)O1 | 11.4 | 2.8 |
| CC1C(=O)N(Cc2cn(Cc3ccco3)nn2)CCS(=O)(=O)N1Cc1ccc(-c2cccc(CO)c2)cc1 (configuration not stated) | 5.9 | -7.2 |
| Cc1ccc(OCC(=O)OCC(=O)NC2CCS(=O)(=O)C2)cc1C (configuration not stated) | -4.1 | -5.5 |
| CCCC(=O)N1CCC1(C)C(=O)Nc1cccc(F)c1 (configuration not stated) | -4.8 | 5.6 |

More records:
mol | EBI2 block | CXCR6 block
O=[N+]([O-])c1ccc2oc(/C=C/c3ccc(O)cc3)nc2c1 | 16.6 | 5.0
C[C@H]1CN([C@@H](C)CO)S(=O)(=O)c2ccc(-c3ccc(C#N)cc3)cc2O[C@H]1CN(C)C(=O)CN(C)C | -10.7 | -8.4
Cc1nc(C(F)(F)F)ccc1C(=O)N1CCC1(C)C(=O)NS(=O)(=O)c1ccccc1 (configuration not stated) | -5.3 | -2.8
CCN(CC)C(=O)C1=C(C)N(Cc2ccc(F)cc2)C(=O)C(CC(=O)NCCCCc2ccccc2)C1 (configuration not stated) | 1.1 | -4.4
CCCc1ccc(S(=O)(=O)N2CCN(C(=O)CN3C(=O)NC(C)(C4CC4)C3=O)CC2)cc1 (configuration not stated) | -8.5 | -14.4
Fc1cccc(Cc2c(-c3ccc(Cl)cc3)nc3ccc(Cl)cn23)c1 | 17.6 | 11.6
CN(C(=O)COC(=O)/C=C/c1ccccc1)C1CCS(=O)(=O)C1 (configuration not stated) | -3.8 | 0.0
Cc1ccc(S(=O)(=O)N(C)C[C@H]2Oc3ncc(Br)cc3C(=O)N([C@H](C)CO)C[C@@H]2C)cc1 | -1.1 | -1.4
CC1ON=C(c2ccccn2)N(Cc2ccc3c(c2)OCO3)C1=O (configuration not stated) | 0.7 | 7.0
C[C@H]1CN([C@@H](C)CO)C(=O)CCCn2cc(nn2)CO[C@@H]1CN(C)C(=O)Nc1cccc(Oc2ccccn2)c1 | -7.1 | 2.2
Cc1ccccc1S(=O)(=O)NC(=O)C1(C)CCN1C(=O)c1ccccc1CCc1ccccc1 (configuration not stated) | -10.9 | 1.3
C[C@@H]1CN([C@@H](C)CO)C(=O)c2cc(C#Cc3cccc(F)c3)cnc2O[C@H]1CN(C)C(=O)C1CCCCC1 | 6.5 | -9.5
CCN(CC)C(=O)C1=C(C)N(CCCOC)C(=O)C(CC(=O)NC2CCCC2)C1 (configuration not stated) | 3.8 | 8.3
CCCCC[C@@H](C)N1C[C@H](COCc2ccccc2)Oc2cc(N3CC[C@@H](N(C)C)C3)ccc2S1(=O)=O | 3.2 | 10.0
CCc1nc2ccc(C(=O)NCc3ccc(OC)cc3)cn2c1N(CC)Cc1cccc(Br)c1 | 36.0 | 19.1
CC(=O)Nc1cccc(Oc2nc(NCC3CC3)nc3ccsc23)c1 | -0.2 | 0.4
COc1ccccc1C(=O)NC(=O)COC(=O)c1cnccn1 | -0.9 | 1.6
COc1ccc(-c2csc(C(O)c3cccc(OC)c3)n2)cc1 (configuration not stated) | 8.5 | -9.4
COc1ncnc2c1ncn2CCCN1CCN(Cc2cccc3ccccc23)CC1 | -3.7 | -7.2
O=C([C@H]1O[C@@H](n2ccc(=O)[nH]c2=O)[C@H](O)[C@@H]1O)N1CCSC1 | -3.1 | -4.1
CC1(C(=O)NCC2CC2)Cc2c(-c3ccc4c(c3)OCO4)ccnc2O1 (configuration not stated) | -1.9 | 3.0
O=C(NCc1cc(Cl)cc(Cl)c1)c1ccc2sc([C@H]3C[C@H](O)[C@@H](CO)O3)nc2c1 | 1.9 | -3.6
COc1ccc(NC(=O)C2Cc3c(-c4cccc(F)c4)ccnc3O2)cc1OC (configuration not stated) | -17.2 | 7.3
C[C@@H]1CNC(=O)c2c(C(=O)N[C@@H](Cc3c[nH]c4ccccc34)C(=O)OC(C)(C)C)ncn21 | -7.2 | -0.7
CC1(C(=O)NCc2ccccn2)CCN1C(=O)Cc1ccc(Cl)cc1Cl (configuration not stated) | -5.4 | -2.7
COc1ccc(C(O)c2ncc(-c3ccccc3OC)[nH]2)cc1F (configuration not stated) | -5.4 | -6.0
CCN(CC)C(=O)c1cccc(-c2csc(C(C)(NC(C)=O)c3ccc(OC)cc3)n2)c1 (configuration not stated) | -4.3 | 0.3
Cc1ccccc1CN1CC2=C(CCN(Cc3ccccc3)C2=O)N2CCN=C12 | 2.6 | -2.3
OCC1OC(n2cnc3ncccc32)C(O)C1O (configuration not stated) | -2.9 | -0.8
Cc1ccc(F)cc1-c1nc(NC(C)C)nc2cc(-c3ccccc3)sc12 | 21.3 | 5.3
CCCCC(=O)N(C)c1c(CC)nc2c(OCC(=O)N3CCOCC3)cccn12 | -5.5 | 1.6
COc1ccc(CC(N)c2csc(NC(=O)Nc3ccccc3C(C)(C)C)n2)cc1 (configuration not stated) | -1.4 | 1.2

An excerpt, so the mix of outcomes need not match the whole.
